Assay outcomes from PubChem.
RGS4 inhibitor – inhibitors of human regulator of G protein signaling 4 | P49798 | Transcreener GDP fluorescence polarization, RGS4-accelerated GTP hydrolysis | Potency, µM (doses to about 114 µM), for inactives: at the top dose activity change, negative = inhibition, most hits filed as inhibitors | 390,000 compounds, 0.039% hits | AID 504845; also: potency is read from the fitted curve at half-maximal effect; % is scaled to controls: 0 for no effect and ±100 for the full control effect; nearly all actives have a fitted effect of over 75% in size; some results filed as inactive show a strong effect at the top dose
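MLSMR compounds (23 nl, pin-transferred) preincubated 10 min at room temperature with a 500nM (2x) first reagent, then RGS4 at 900nM (2x) plus Transcreener GDP mix added; fluorescence polarization (620/688 nm) read before and after 90 min at 30 °C.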
Glioma ERSR ind – inducers of ER stress response in human glioma cells | U87-MG GRP78 promoter luciferase reporter, 16 h | Potency, µM, for the others: at the highest dose activation, usual class: activators | 420,000 compounds, 0.02% hits | AID 602332; also: potency is read from the fitted curve at half-maximal effect; series mostly up to about 76 µM; % of control where 0% means no effect; nearly all actives have a fitted effect of over 35% in size
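ERSR induction read as luciferase luminescence (Bright-Glo, 10 min at room temperature) in stably transfected human U87-MG glioma cells exposed to compounds for 16 h, using GRP78 as sensor.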
Vif-APOBEC3G blk – inhibitors of Vif-APOBEC3G interaction. Q9HC16. HeLa A3G-eYFP + Vif (tagged APOBEC3G with the HIV-1 protein that degrades it), YFP fluorescence, overnight. Potency, µM (top dose mostly 46.1 µM), for inactives: at the highest dose activity, negative = active, hits mostly inhibitors. 410,000 compounds, 0.076% hits;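 also: potency is read from the fitted curve at half-maximal effect; % is scaled to controls: 0 for no effect and ±100 for the full control effect; nearly all actives have a fitted effect of over 60% in size; hits raise eYFP signal because A3G escapes Vif-driven loss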
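Read-out is eYFP fluorescence (Ex 488/Em 500-530) from Vif-expressing HeLa A3G-eYFP cells; more signal means A3G escaped Vif-mediated degradation. Cells plated overnight, compound pinned in, incubated overnight at 37 deg C.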
Vif-APOBEC3F blk – inhibitors of Vif-A3F interaction; Potency, µM (doses to about 46.1 µM), inactives show at the highest dose activity, negative = active; HeLa A3F-eYFP + Vif (tagged APOBEC3F with the HIV-1 protein that degrades it), YFP fluorescence increase; 390,000 compounds, 0.2% hits; also: potency is read from the fitted curve at half-maximal effect; % of control where 0% means no effect; nearly all actives have a fitted effect of over 65% in size
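HeLa cells stably expressing A3F-eYFP plus Vif, plated and incubated overnight at 37 deg C, then exposed to compounds overnight at 37 deg C. Blocked degradation read as raised yellow fluorescence (Ex 488/Em 500-530).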
D2 ag – activates the human D2 dopamine receptor; activation, % at 2 µM; HEK293 T-REx D2 cells, calcium flux agonist mode; P14416; AID 485358; 340,000 compounds, 0.53% hits;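 active = activation over 3 SD above normal in the single-dose calcium agonist read, cut at about 30% in these data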; also: 0% is about no effect
Target sequence (P14416 whole entry, looked up): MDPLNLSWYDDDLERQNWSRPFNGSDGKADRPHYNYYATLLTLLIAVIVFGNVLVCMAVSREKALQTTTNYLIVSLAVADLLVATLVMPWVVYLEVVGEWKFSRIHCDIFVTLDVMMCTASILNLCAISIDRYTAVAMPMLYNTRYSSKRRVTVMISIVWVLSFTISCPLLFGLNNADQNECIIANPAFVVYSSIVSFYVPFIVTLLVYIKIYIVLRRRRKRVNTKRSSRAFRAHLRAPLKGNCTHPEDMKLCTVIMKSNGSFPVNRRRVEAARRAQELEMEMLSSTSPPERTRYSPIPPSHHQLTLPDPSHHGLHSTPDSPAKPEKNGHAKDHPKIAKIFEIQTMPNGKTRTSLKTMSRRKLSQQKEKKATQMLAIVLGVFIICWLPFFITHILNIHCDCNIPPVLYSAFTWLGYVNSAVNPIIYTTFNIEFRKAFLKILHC
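In this primary screen, compounds producing a positive calcium signal within 180 s of addition to tetracycline-induced, force-coupled HEK293 Trex D2 cells are flagged; cells are dye-loaded with a no-wash calcium kit beforehand.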
ERG-DNA inh – ERG Ets/DNA interaction inhibition. P11308. fluorescence polarization, His-ERG Ets domain / labelled DNA. Potency, µM (titrated, usually from 76.9 µM), for inactives: at the top dose FP activity, negative = inhibition, most hits filed as inhibitors. 370,000 compounds, 0.028% hits; active = well fitted inhibition curve with a large enough effect in the polarisation, with a control signal flat; inconclusive = small, poorly fitted or top-dose-only effect, or effect the other way, or a change in a side signal; inactive = no such curve, though single readings can be large or run the other way; the % refers to the polarisation;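 also: polarization taken with two DNA probes labelled with fluorescein and Texas red; potency is read from the fitted curve at half-maximal effect; % of control where 0% means no effect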
Target sequence (P11308 whole entry, looked up, the tested form may be a part): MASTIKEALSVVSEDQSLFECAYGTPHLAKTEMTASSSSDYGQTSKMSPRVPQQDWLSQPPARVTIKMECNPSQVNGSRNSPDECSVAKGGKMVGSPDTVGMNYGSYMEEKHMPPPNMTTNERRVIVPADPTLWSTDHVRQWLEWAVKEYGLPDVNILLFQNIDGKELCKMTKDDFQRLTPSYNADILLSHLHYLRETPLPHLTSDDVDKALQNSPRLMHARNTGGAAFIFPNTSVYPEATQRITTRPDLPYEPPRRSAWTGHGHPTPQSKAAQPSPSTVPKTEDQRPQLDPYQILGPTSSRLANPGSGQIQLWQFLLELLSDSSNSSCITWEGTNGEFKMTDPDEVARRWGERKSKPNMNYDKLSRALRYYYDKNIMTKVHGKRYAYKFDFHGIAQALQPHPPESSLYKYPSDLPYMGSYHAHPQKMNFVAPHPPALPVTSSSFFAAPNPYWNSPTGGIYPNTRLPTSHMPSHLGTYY
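His-tagged ERG Ets domain (1 uM in the protein solution; 300mM KCl, 50mM Tris-HCl, 1mM EDTA, 1mM DTT, pH 7.5) received compound, then a probe mix of 5 nM fluorescein-DNA and 100nM Texas-615-DNA. Fluorescence polarization was read for both dyes.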
12-LOX inh – inhibitors of human 12S-lipoxygenase ALOX12 | P18054 | purified 12hLO, xylenol orange hydroperoxide absorbance | Potency, µM (series often up to 108 µM), without a hit: at the top dose activity change, negative = inhibition, actives largely listed as inhibitors | 580,000 compounds, 1.1% hits | AID 1671190; also: potency is read from the fitted curve at half-maximal effect; % is scaled to controls: 0 for no effect and ±100 for the full control effect
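Hydroperoxide product was detected by ferrous iron/xylenol orange as the 573 to 405 nm absorbance ratio. Arachidonic acid at 40 uM (final) was turned over for 30 min at room temperature by 150 nM human 12hLO, pH 7.0 Hepes buffer, after 15 min compound preincubation.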
D2 antagonist – antagonizes the human D2 dopamine receptor | P14416 | HEK293 TREx D2 cells, calcium flux, dopamine EC80 | inhibition, % at 10 µM | 340,000 compounds, 2% hits; in the data active = inhibition above about 30%; also: 0% is about no effect
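Measurement of antagonist activity uses fluorescent calcium dye in inducible HEK293 T-REx D2 cells: 10 s baseline, compound addition with 180 s read, EC80 dopamine addition with a further 180 s read.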
LDHA inh – blocks human lactate dehydrogenase A; 480,000 compounds, 0.15% hits; activity change, % (values are at about 110 or 230 µM); purified LDHA, NADH/diaphorase-resazurin fluorescence; hits give low values; in the data active = activity change below about -30%; inconclusive = mostly about -25% to -30%;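 also: plate controls were DMSO wells for no effect and wells without enzyme for full effect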
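Enzyme activity of human lactate dehydrogenase 5 (2 nM; 0.06 mM NADH, 0.2 mM pyruvate, 5 min, RT) is measured via a resazurin/diaphorase fluorescence readout of residual NADH.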
* = called active by the depositor; ? = inconclusive; . = not tested or not shown; [ ] = dose if it differs, or a comment. Unless noted, calls follow the shape of the dose curve; as a rule, active = well fitted curve in the direction sought with a large enough effect; inconclusive = small, poorly fitted or top-dose-only effect, or another doubt; inactive = no such curve, though single readings can be large; an effect the other way counts as inactive or inconclusive. Only part of the results is shown, so the mix of outcomes need not match the whole.

Each structure is followed by: RGS4 inhibitor	Glioma ERSR ind	Vif-APOBEC3G blk	Vif-APOBEC3F blk	D2 ag	ERG-DNA inh	12-LOX inh	D2 antagonist	LDHA inh
(1) O=C(Cc1cccs1)Nc1nnc(SCc2ccc(C(F)(F)F)cc2)s1
  20%	-5%	-4%	0%	0.2	3%	0%	-4	-7
(2) COc1cc(C(=O)OCC(=O)Nc2nnc(-c3ccccc3)o2)cc(OC)c1OC
  0%	-3%	0%	?	-0.6	-5%	8%	8	1
(3) CCn1c(CNC(=O)c2cccc(C)c2)nnc1SCC(=O)Nc1nnc(C)s1
  3%	-5%	-1%	-3%	-3.3	11%	-22%	0	-8
(4) Cn1c(SCC(=O)N2CCCCC2)nnc1-c1ccc(S(=O)(=O)N2CCOCC2)cc1
  5%	0%	4%	-2%	.	3%	-9%	.	-14
(5) CCOC(=O)N1CCN(C(=O)c2ccc3c(c2)sc2nc(-c4ccc(OC)cc4)cn23)CC1
  -24%	3%	6%	-3%	0.8	-1%	33%[activator]	-4	-3
(6) Cc1cccc(NC(=O)c2cccc(OC(=S)N3CCOCC3)c2)c1
  -19%	2%	0%	14%	-2.0	-7%	1%	5	-6
(7) O=C(OCC#CCSc1nnc(-c2ccc(Br)cc2)o1)c1cccs1
  6%	-1%	1%	11%	0.1	1%	11%	17	-7
(8) CC1(C(=O)NS(=O)(=O)c2cccc(OC(F)F)c2)CCN1C(=O)c1ccco1 (configuration not stated)
  .	-5%	-3%	.	.	.	-9%	.	-10
(9) Cc1c(NC(=O)COc2ccc3ccccc3c2)c(=O)n(-c2ccccc2)n1C
  16%	-3%	-1%	1%	-0.4	-1%	-9%	7	-23
(10) CC(NC(=O)C(=O)NN=C1CCCCCCCCCCC1)c1ccccc1 (configuration not stated)
  -5%	-1%	-3%	-7%	0.2	1%	23%	-9	-5
(11) O=C(Nc1cc(C(F)(F)F)ccc1N1CCCCC1)C1=COCCO1
  .	-2%	4%	0%	.	.	0%	.	2
(12) CCN1CCN(C(=O)c2ccc(N3CC4CC(C3)c3cccc(=O)n3C4)c([N+](=O)[O-])c2)CC1 (configuration not stated)
  9%	-3%	-3%	0%	0.3	5%	2%	-6	-1
(13) CCN1CNC(=S)N(c2ccccc2OC)C1
  -4%	-1%	1%	-1%	-1.0	-1%	-24%	-13	-9
(14) O=C(CCC(=O)N1CCN(c2ccc(O)cc2)CC1)c1cccs1
  -14%	2%	1%	-19%	-1.6	-17%	-24%	-19	11
(15) Cc1ccc(NC(=O)COC(=O)c2cccc(C)c2[N+](=O)[O-])cc1S(=O)(=O)N1CCCCC1
  6%	-3%	2%	3%	.	-8%	-14%	.	-11
(16) N#C/C(=C\c1cccn1-c1ccccc1)C(=O)NC1CCCCC1
  -23%	-2%	?	-1%	-1.2	1%	-3%	-3	-6
(17) O=C(Nc1cccc(S(=O)(=O)N2CCOCC2)c1)c1cc(=O)[nH]c2ccccc12
  14%	-3%	0%	0%	.	-9%	?	.	-19
(18) O=c1c2oc3ccccc3c2ncn1Cc1ccc(F)cc1
  15%	-5%	1%	6%	0.1	-1%	3%	11	-6
(19) O=C(CC(=O)NCCc1ccccc1)NCCc1ccccc1
  10%	-3%	0%	2%	3.3	9%	0%	-7	0
(20) COc1ccccc1CNC(=O)COC(=O)c1ccc(C)s1
  -7%	-2%	0%	2%	0.6	-18%	?	-7	-2
(21) CCOC(=O)CSc1nc(C)cc(=O)[nH]1
  13%	-4%	-1%	-21%	.	-6%	0%	.	-2
(22) CCOC(=O)C1(Cc2cccc(F)c2)CCN(C2CCOCC2)CC1
  4%	-5%	0%	0%	.	-2%	-5%	.	-5
(23) COc1ccccc1NS(=O)(=O)c1cccc(NC(=O)Nc2ccccc2)c1
  -5%	-5%	0%	0%	0.9	-10%	?	2	-6
(24) NC(=O)[C@H]1CC2(CC(c3cccc(NC(=O)COc4ccc(Cl)cc4)c3)=NO2)CN1C(=O)Cc1ccc([N+](=O)[O-])cc1 (some centres not stated)
  -9%	-4%	0%	-6%	-0.6	22%	0%	-15	0
(25) CC(=O)NC1=NC(=O)CS1
  -13%	-3%	0%	-8%	-0.3	-2%	16%	-15	-3
(26) COc1ccc(-c2sc(N)nc2-c2ccccc2)cc1
  6%	-2%	-6%	.	.	.	.	.	3
(27) COc1ccc(C(=O)Nc2nc(CC(=O)NCc3ccc(F)cc3)cs2)cc1
  17%	4%	0%	4%	2.1	-2%	15%	-12	-5
(28) Cc1cc2cc(CN(CC3CCCO3)C(=S)Nc3ccccc3)c(=O)[nH]c2cc1C (configuration not stated)
  -27%	-4%	?	-13%	7.0	.	-28%	-7	-9
(29) CC1Oc2ccccc2C=C1/C=N/NC(=O)c1ccccc1O (configuration not stated)
  -22%	4%	0%	-7%	-0.4	-1%	-11%	2	4
(30) COc1ccc(OC)c(CNS(=O)(=O)c2c(C(=O)N3CCC(C)CC3)c(C)n(C)c2C)c1
  -20%	1%	2%	6%	-0.3	6%	-29%	.	-14

Further entries:
Each structure is followed by: RGS4 inhibitor	Glioma ERSR ind	Vif-APOBEC3G blk	Vif-APOBEC3F blk	D2 ag	ERG-DNA inh	12-LOX inh	D2 antagonist	LDHA inh
(31) COc1ccc(OC)c(CNC(=O)c2cnc3c(C)cccn3c2=O)c1
  -17%	-5%	-4%	3%	0.1	-3%	-14%	.	-2
(32) CCc1ccc(NC(=O)Nc2ccc3c(c2)N(C)C(=O)CS3)cc1
  -22%	-3%	0%	-18%	2.5	19%	-18%	-14	-2
(33) COc1ccc(OC)c(Cc2nnc(CCC(=O)N3CCC(N4CCCCC4)CC3)o2)c1
  10%	-3%	-5%	-1%	-0.6	12%	-3%	-2	-8
(34) CC(C)(C)OC(=O)N1CCC(c2cc(=O)n3[nH]cc(C(=O)Nc4ccc(F)c(Cl)c4)c3n2)CC1
  -2%	-1%	0%	4%	-0.8	2%	-19%	-8	-3
(35) Cc1ccc(C)c(NS(=O)(=O)c2ccc(OCC(=O)NCC3CCCO3)cc2)c1 (configuration not stated)
  9%	5%	-2%	10%	0.2	6%	-3%	-6	-11
(36) Cc1ccc(CONC(=O)c2ccccc2)cc1
  -10%	-1%	-3%	-5%	1.2	-2%	0%	3	0
(37) Cc1cc(C(=O)Nc2ccncc2)c(C)o1
  -15%	-4%	0%	-1%	.	-3%	-1%	.	-5
(38) CC(C)Cn1c(-c2cc(Br)ccc2F)nc2c1c(=O)[nH]c(=O)n2CC(C)C
  -3%	-4%	4%	-2%	-2.2	-1%	?	-17	-6
(39) CCc1nc2c(OCc3ccc(F)c(F)c3)cccn2c1N(C)C(=O)CC(C)C
  .	-3%	-6%	.	.	.	-14%	.	0
(40) CCOc1ccccc1NC(=O)COc1coc(CN2CCCc3ccccc32)cc1=O
  22%	-2%	-2%	5%	-0.9	7%	-16%	-2	-2
(41) CCCCCCCNC(=O)CN1N=C(c2ccc(C)cc2)CCC1=O
  -10%	-5%	0%	4%	0.3	1%	0%	-12	3
(42) CCOc1ccc(C(=O)OC(C)C(=O)N2CCN(Cc3ccccc3)CC2)cc1 (configuration not stated)
  -4%	-4%	1%	0%	.	4%	-3%	.	-3
(43) Cc1ccccc1CNC(=O)c1c(C)oc2c1C1=NCCN1C=N2
  -10%	-3%	-1%	0%	0.6	9%	-10%	.	5
(44) Cc1cccc(CC(=O)NCCn2c(C)cc3ccccc32)c1
  -26%	0%	0%	0%	2.9	?	4%	4	-2
(45) CSc1nc(N)nc(SCC(=O)Nc2cccc(F)c2)c1C#N
  10%	-2%	-16%	-20%	-1.6	8%	-4%	-5	1
(46) c1ccc(-c2ccc(-c3ccccn3)s2)nc1
  12%	-2%	0%	11%	-0.5	4%	9%	-2	-10
(47) COc1cc2c(cc1OC)CN(Cc1cc(=O)oc3cc(C)c(C)cc13)CC2
  -27%	-3%	-1%	1%	11	-1%	-28%	-7	10
(48) CC(=O)c1c(C)[nH]c(C(=O)OCc2cc(=O)n3cc(Br)ccc3n2)c1C
  -1%	-5%	-6%	-22%	0.2	-1%	339%[activator]	3	-2
(49) CCOC(=O)CNC(=O)c1cn(C)c(=O)c2cc(OC)c(OC)cc12
  -19%	-4%	0%	4%	0.6	-10%	-22%	14	0
(50) NC(=O)CC(NC(=O)Cc1cccc2ccccc12)c1ccc(NCc2ccccn2)c([N+](=O)[O-])c1 (configuration not stated)
  3%	-6%	-7%	3%	0.0	-10%	-6%	-4	0
(51) COc1ccc(N(C)S(=O)(=O)c2cccc(C(=O)Nc3nnc(C4CC4)s3)c2)cc1
  -12%	-5%	-4%	8%	1.9	1%	16%	-4	4
(52) O=S(=O)(NCc1cn2ccccc2n1)c1cc(F)ccc1F
  17%	-3%	1%	.	0.1	-14%	-12%	-15	1
(53) CCc1cc(=O)oc2cc3occ(-c4ccc(OC)c(F)c4)c3cc12
  ?	-7%	?	10%	0.9	-3%	-22%	17	-2
